Compound activity deposited in PubChem BioAssay by National Center for Advancing Translational Sciences (NCATS).
HTT aggregate = qHTS Multiplex Assay to Identify Dual Action Probes in a Cell Model of Huntington: Aggregate Formation (GFP); PC12 HttQ103-GFP aggregates, Acumen cytometry, 40 h; Potency, µM (titrated, usually from 46.1 µM), for the others: top-dose activity change, negative = inhibition, hits mostly inhibitors; actives 1.1% (n = 220,000); note: potency is the fitted concentration of half-maximal effect; % is set by controls: 0 for no effect and ±100 for the full control effect; nearly all actives have a fitted effect of over 60% in size
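Using laser scanning cytometry, GFP-positive aggregates were counted after lysis of PC12 cells induced with 100 nM tebufenozide to express HTT exon 1 Q103–GFP. Compounds were tested in titration.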
L3MBTL1 inh = qHTS Assay for the Inhibitors of L3MBTL1 | Potency, µM (highest dose often 57.1 µM), for the others: top-dose activity, negative = inhibition, usual class: inhibitors | AlphaScreen L3MBTL1–H3K9me1 peptide binding | actives 0.66% (n = 230,000) | AID 485360, 2010 | Lethal(3)malignant brain tumor-like protein 1 (Homo sapiens), Q9Y468; note: potency is the fitted concentration of half-maximal effect; % is set by controls: 0 for no effect and ±100 for the full control effect; nearly all actives have a fitted effect of over 60% in size
Target sequence (Q9Y468 whole entry, looked up): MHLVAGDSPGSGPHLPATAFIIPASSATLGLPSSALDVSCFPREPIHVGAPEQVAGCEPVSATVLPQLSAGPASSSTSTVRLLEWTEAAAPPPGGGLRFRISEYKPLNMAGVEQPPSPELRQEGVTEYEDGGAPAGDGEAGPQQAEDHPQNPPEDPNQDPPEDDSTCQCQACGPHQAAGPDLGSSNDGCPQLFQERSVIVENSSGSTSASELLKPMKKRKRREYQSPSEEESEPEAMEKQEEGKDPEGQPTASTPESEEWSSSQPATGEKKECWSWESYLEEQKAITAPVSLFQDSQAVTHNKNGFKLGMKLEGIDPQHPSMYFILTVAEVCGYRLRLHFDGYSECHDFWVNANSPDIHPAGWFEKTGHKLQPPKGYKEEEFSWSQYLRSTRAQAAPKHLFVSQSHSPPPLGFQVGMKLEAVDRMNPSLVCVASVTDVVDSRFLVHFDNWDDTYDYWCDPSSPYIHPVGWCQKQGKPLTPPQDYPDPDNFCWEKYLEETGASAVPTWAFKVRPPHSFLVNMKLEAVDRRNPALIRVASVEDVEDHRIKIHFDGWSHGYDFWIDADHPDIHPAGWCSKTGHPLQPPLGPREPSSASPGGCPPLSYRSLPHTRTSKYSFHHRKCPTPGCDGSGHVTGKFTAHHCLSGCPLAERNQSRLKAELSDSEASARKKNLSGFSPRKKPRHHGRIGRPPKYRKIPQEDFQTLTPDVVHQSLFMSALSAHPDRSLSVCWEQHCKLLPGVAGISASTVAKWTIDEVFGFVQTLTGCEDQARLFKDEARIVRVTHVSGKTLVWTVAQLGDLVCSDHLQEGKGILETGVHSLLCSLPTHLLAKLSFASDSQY
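First, the protein-peptide complex forms for 30 min at room temperature (L3MBTL1 50 nM, biotinylated H3K9me1 peptide 75 nM). Next, compounds are pin-transferred and incubated 30 min. Finally, AlphaScreen beads are added and read after 30 min.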
CBFb-RUNX1 inh = qHTS Assay for Compounds Blocking the Interaction Between CBF-beta and RUNX1 for the Treatment of Acute Myeloid Leukemia | Runt-related transcription factor 1 (Homo sapiens) + Core-binding factor subunit beta … | 230,000 tested, under 10 active | AID 1477, 2009 | Potency, µM (doses to about 59.8 µM), for inactives: at the highest dose activity, negative = inhibition, actives largely listed as inhibitors | AlphaScreen CBFb-His/RUNX1-biotin binding, biochemical; note: % of control where 0% means no effect
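Proteins preincubated together for 20 min at RT before compound addition; 15 min later, nickel and streptavidin beads were added and left 90 min prior to AlphaScreen measurement.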
Epigenetic reg = Quantitative High-Throughput Screen for Regulators of Epigenetic Control; murine LDR cells, GFP reporter derepression, 30 h; Potency, µM (series often up to 53.9 µM), inactives show at the highest dose GFP activation, actives largely listed as activators; actives 0.2% (n = 280,000); AID 1865, 2009; note: potency is the fitted concentration of half-maximal effect; % of control where 0% means no effect; nearly all actives have a fitted effect of over 60% in size
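Murine LDR cells bearing a silenced CMV-driven GFP reporter were exposed to compound for 30 h at 37 C. After PBS washes, GFP-positive cells (20-120 um objects) counted by laser-scanning microplate cytometry.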
KinaseGlo FLuc = Counterscreen for Luciferase (Kinase-Glo TM) Inhibition | Kinase-Glo luciferase, ATP luminescence, 8 min | Potency, µM (titrated, usually from 38.3 µM), without a hit: at the highest dose activity change, negative = inhibition, most hits filed as inhibitors | AID 1379, 2008 | actives 0.28% (n = 200,000) | Luciferin 4-monooxygenase (Photuris pensylvanica), Q27757; note: potency is the fitted concentration of half-maximal effect; % is set by controls: 0 for no effect and ±100 for the full control effect; nearly all actives have a fitted effect of over 60% in size
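Light output from Kinase-Glo luciferase with luciferin and 10 uM ATP in 50 mM imidazole pH 7.2, KCl, MgCl2, Tween 20, BSA; compound pin-delivered, 8-min ambient incubation, then luminescence read.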
IMPase Li cell = qHTS Assay for Identifying the Cell-Membrane Permeable IMPase Inhibitors: Potentiation with Lithium. CHO-M1 cells, IP1 TR-FRET (IP-One), carbachol + lithium. Potency, µM (titrated, usually from 59.4 µM), inactives show top-dose activity, negative = IMPase inhibition, actives largely listed as inhibitors. actives 0.35% (n = 210,000);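 note: IP1 builds up when IMPase is blocked and the TR-FRET signal falls; potency is the fitted concentration of half-maximal effect; plate controls were basal vehicle for no effect and high inhibitor control for full effect; nearly all actives have a fitted effect of over 50% in size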
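CHO cells stably expressing M1 receptor (2000/well) were cultured 16–30 h, then exposed to compounds with a small lithium addition for 30 min at 37C. IP1 was measured by TR-FRET competition; AC50 from Hill fits.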
NPSR antag = qHTS Assay for Antagonists of the Neuropeptide S Receptor: cAMP Signal Transduction. Potency, µM (titrated, usually from 38.3 µM), for the others: at the top dose activity change, negative = inhibition, usual class: inhibitors. actives 1% (n = 220,000). Q6W5P4. CHO-NPSR cells, cAMP TR-FRET, antagonist mode. AID 1461, 2008; note: potency is the fitted concentration of half-maximal effect; % is set by controls: 0 for no effect and ±100 for the full control effect; nearly all actives have a fitted effect of over 50% in size; many of its hits are not listed in these tables
An asterisk follows results filed as active; ? = inconclusive; / = no result given; & = joins results of further samples; [ ] = dose if it differs, or a comment. Calls come from the whole dose curve; as a rule, active = well fitted curve in the direction sought with a large enough effect; inconclusive = small, poorly fitted or top-dose-only effect, or another doubt; inactive = no such curve, though single readings can be large; an effect the other way counts as inactive or inconclusive. Some of the compounds tested, so the mix of outcomes need not match the whole.

compound	HTT aggregate	L3MBTL1 inh	CBFb-RUNX1 inh	Epigenetic reg	KinaseGlo FLuc	IMPase Li cell	NPSR antag
COc1ccc(C(=O)Nc2nnc(-c3ccco3)s2)cc1	-3%	/	10%	3.2%	-21%	-21%[38.3 µM]	-17%[46.1 µM]
COC(=O)C1=C(N)Oc2cc(C)[nH]c(=O)c2C1c1ccncc1 (stereo unspecified)	-5%	/	0%	-3.0%	-3%	-2%[38.3 µM]	5%[46.1 µM]
Cc1cc([N+](=O)[O-])nn1CCCC(=O)Nc1cc(Oc2ccc(F)cc2)cc([N+](=O)[O-])c1	17%	1%	-4%	-1.1%	7%	11%	-29%
CCN(CC)CCOc1cc2c(nn1)Oc1ccccc1N2C	-1%	3%	4%	-1.7%	-2%	-3%[38.3 µM]	-4%[46.1 µM]
Cc1ccccc1Cn1c(CN2CCN(C(=O)c3ccco3)CC2)nc2c1c(=O)n(C)c(=O)n2C	6%	-4%	2%	0.0%	-1%	16%[38.3 µM]	-13%[46.1 µM]
COc1cccc(-c2csc(N3CCN(C(=O)Nc4ccccc4Cl)CC3)n2)c1	6%[9.22 µM]	-22%	-12%	3.1%	0%	18%	26%
Fc1cccc2sc(Nc3nc4cc5c(cc4s3)OCCO5)nc12	18%	11%	2%	1.1%	-3%	-8%	-35%
CSc1ccc(/C=N/N2CCN(C)CC2)cc1	6%	-24%	-18%	-1.4%	-7%	-8%	8%
O=C(CN1C(=O)C2CC=CCC2C1=O)Nc1nnc(SCc2ccc(F)cc2)s1 (stereo unspecified)	3%	-7%	1%	0.0%	0%	-16%[38.3 µM]	-6%[46.1 µM]
COc1ccc(C(=O)c2ccc(OC)c(OC)c2)cc1	-2%	/	3%	-2.9%	-6%	2%[38.3 µM]	-11%[46.1 µM]
CNS(=O)(=O)c1cc(NC(C)=O)c(C)cc1C	-2%	-7%	-9%	-1.1%	-1%	0%	24%
COc1ccc(CN(C)CC(=O)c2c(N)n(Cc3ccccc3)c(=O)n(C)c2=O)c(OC)c1	-29%	2%	-1%	-1.6%	-1%	32%[38.3 µM]	-2%[46.1 µM]
CN(CCC#N)C(=O)COC(=O)c1ccc(Cl)c(S(=O)(=O)N(C)c2ccccc2)c1	15%	-6%	-2%	3.0%	2%	6%	-2%
Cc1ccc(NC(=S)NCC2CCCO2)c(OC(F)F)c1 (stereo unspecified)	-12%	6%	3%	-1.0%	0%	-4%	16%
CCN(C(=O)COC(=O)c1c(C)nn(-c2ccccc2)c1C)C1CCS(=O)(=O)C1 (stereo unspecified)	-2%	/	2%	0.0%	/	3%	17%
O=C(COc1cccnc1[N+](=O)[O-])Nc1cccc(S(=O)(=O)N2CCCCC2)c1	8%	-13%	-19%	2.0%	1%	3%	13%
Cc1[nH]c2ccccc2c1CCC(N)=O	7%	-5%	5%	-4.9%	-2%	9%[38.3 µM]	-24%[46.1 µM]
CCS(=O)(=O)c1ccc2oc(SCC(=O)NCCc3ccccc3)nc2c1	-2%	-2%[11.4 µM]	9%	-0.1%	1%	0%	-8%
CCN1C(=O)N[C@@H](c2cccc(C(F)(F)F)c2)[C@H](C(=O)OC)[C@H]1C	/	/	-6%[13.1 µM]	/	-4%[7.66 µM]	9%	/
Cc1c(Nc2nc3ccccc3nc2NS(=O)(=O)c2ccccc2)c(=O)n(-c2ccccc2)n1C	-8%	-4%	0%	-2.7%	4%	5%[38.3 µM]	-7%[46.1 µM]
NC1=NC[C@H](Cc2ccccc2)N1CCc1cccc(F)c1	19%[9.22 µM]	/	3%	2.2%	/	/	-5%
COC(=O)C1CSC(C(=O)OC)N1C(=O)Nc1ccc(Cl)cc1 (stereo unspecified)	-9%	2%	-1%	0.0%	-1%	-8%[38.3 µM]	-10%[46.1 µM]
CCOC(=O)C1=C2SCCN2C(=O)C(C#N)C1(C)C (stereo unspecified)	3%	4%	-2%	1.4%	4%	-4%[38.3 µM]	14%[46.1 µM]
CCN=c1scc(C)n1/N=C/c1ccc(O)c(O)c1O	31%	32µM*	?	-0.3%	-13%	53%[activator][38.3 µM]	-25%[46.1 µM]
Cc1cc(C(=O)NN=C(Cc2ccccc2)Cc2ccccc2)c(C)o1	-9%	6%	4%	-1.3%	1%	5%	-32%
CC(C)CNC(=O)c1nc(-c2ccccc2)n(-c2ccccc2)n1	4%	0%	-2%	14%	-1%	11%[38.3 µM]	-4%[46.1 µM]
CCc1cccc(NC(=S)N(CCCN2CCOCC2)C(C)c2cc3cccc(OC)c3o2)c1 (stereo unspecified)	-1%	/	-7%	1.7%	2%	3%	-55%
COc1cccc(C(=O)c2ncc(C(F)(F)F)cc2Cl)c1	-19%	/	8%	-1.4%	2%	-4%	-8%
CCOCCCNCc1ccc(OCc2ccccc2C)c(OC)c1	?	15%	-8%	?	-1%	2%	7%
Cc1cccc2cc(C#N)c(SCC(=O)NCc3cccs3)nc12	-8%	2%	3%	-1.1%	3%	7.9µM*	7.9µM*
Cc1cccc(-n2c(C)cc(C=C3C(=O)c4ccccc4C3=O)c2C)c1	2%	-3%	?	14%	-12%	7%[38.3 µM]	?
CCc1ccc2nc(NC(=O)c3cc(C)on3)sc2c1	-21%	-3%	10%	4.7%	-9%	-22%[38.3 µM]	-20%[46.1 µM]
CC(C)(C)c1cc(CNC2CS(=O)(=O)C[C@@H]2O)cc(C(C)(C)C)c1O (stereo partly specified)	?	-4%	2%	-1.1%	-1%	-11%[38.3 µM]	-13%[46.1 µM]
CN(C)c1ccc(/C=C/C#N)cc1	-9%[9.22 µM]	/	0%	-1.2%	/	/	1%
COc1ccccc1OCCCC(=O)Nc1nccs1	-14%	-3%	1%	0.5%	2%	3%	-19%
CCCCOc1ccc(C(NC(=O)OCC)NC(=O)OCC)cc1	2%	10%	-4%	-1.3%	-4%	-1%	8%
COc1cccc(C(=O)Nc2cc(Cl)c(O)c(Cl)c2)c1	-9%[9.22 µM]	-1%	3%	1.3%	/	/	-8%
CC(C)(C)n1nc(C2CC2)cc1NC(=O)Nc1ccc(Cl)cc1	-5%[9.22 µM]	-1%	11%	2.2%	-7%[7.66 µM]	5%	-16%
Cc1cccc(/C(N)=N/OC(=O)C23CC4CC(CC(C4)C2)C3)c1	-2%	15%	0%	-4.8%	-6%	-4%	-14%
CCOc1ccc2nc(NC(=O)CSc3nc4cccnc4n3C)sc2c1	?	2%	0%	0.0%	-6%	-6%[38.3 µM]	-16%[46.1 µM]
Cc1cccc(Oc2sc(C(=O)c3ccccc3)c(N)c2C#N)c1C	-10%	-7%	-6%	-1.1%	2%	30%[38.3 µM]	?
CCOc1ccccc1CNC(=O)c1cc2oc3ccccc3c2n1CC	-23%	/	-10%	0.0%&-5.4%	-1%	29%[38.3 µM]	-26%[46.1 µM]
O=C(O)/C=C/C(=O)NCCCc1ccccc1	12%[9.22 µM]	3%	9%	-0.1%	/	-13%	-14%
COc1ccc(-c2cc(C(=O)Nc3sc4c(c3C#N)CCCC4)c3ccccc3n2)cc1	-12%	-14%	-2%	0.0%	-5%	-5%	5%
Cc1ccc(C23CC4CC(CC(NC(=O)N5CCN(C)CC5)(C4)C2)C3)cc1	-7%	-1%[11.4 µM]	10%	-2.1%	-1%	21%[38.3 µM]	11%[46.1 µM]
Cc1ccc(Oc2nnc(-c3cccs3)c3ccccc23)cc1C	-23%	-1%	5%	1.0%	-2%	30%	?
O=C(Nc1ccc(F)cc1)c1sccc1SCc1cccc(C(F)(F)F)c1	-20%	45%[activator]	27%	0.1%	0%	17%	?
Cc1ccc(C(=O)N/C(=C\c2cccs2)C(=O)NCCCn2ccnc2)cc1C	1%	-5%	-14%	1.2%	-3%	-7%[38.3 µM]	-14%[46.1 µM]
Cc1cc(C)c(S(=O)(=O)Nc2ccc(O)cc2)cc1C	23%	-2%	-2%	-1.4%	-7%	-3%[38.3 µM]	-13%[46.1 µM]
O=C(Nc1ccccc1)c1ccc(NCCc2ccccc2)c([N+](=O)[O-])c1	1%	9%	-2%	13µM*	3%	11%	-7%
COCC(=O)Nc1ccc2nc3n(c(=O)c2c1)CCCCC3	-10%[9.22 µM]	0%	7%	-1.0%	/	/	11%
CC(C)c1ccc(C2C(C#N)=C(N)N3C(=C2C#N)Sc2ccccc23)cc1 (stereo unspecified)	7%	2%	-1%	20µM*	3%	-14%[38.3 µM]	7.9µM*
COc1ccc(C2CC(=O)c3cnc(N4CCc5ccccc54)nc3C2)c(OC)c1 (stereo unspecified)	/	14%	0%	0.0%	1%	-2%	0%
CCc1sc(NS(C)(=O)=O)nc1-c1ccccc1	1%	/	-1%	-2.8%	-3%	-13%[38.3 µM]	-3%[46.1 µM]
CC1(C)CC(=S)Nc2ccccc2S1	16%	-2%	-2%	0.1%	2%	1%	-6%[46.1 µM]
CC(Nc1oc(-c2ccccc2)nc1-c1cccc2ccccc12)c1ccccc1 (stereo unspecified)	/	/	-4%	-1.1%	-3%	1%	/
CNc1nnc(-c2ccc(N(C)C)cc2)s1	-14%	-8%	4%	-2.0%	-12%	-6%	-23%[46.1 µM]
CN1CCc2c(c3c(n2C)CCN(C)C3c2ccc(F)cc2)C1c1ccc(F)cc1 (stereo unspecified)	7%	/	3%	0.9%	-4%	48%[activator][38.3 µM]	-9%[46.1 µM]
Cn1c(NC(=O)c2ccccc2F)cc(=O)n(C)c1=O	8%	/	1%	-3.1%	2%	-14%[38.3 µM]	-10%[46.1 µM]

Three of the entries above in order of the CBFb-RUNX1 inh value, smallest number first.
structure	HTT aggregate	CBFb-RUNX1 inh	Epigenetic reg	IMPase Li cell	NPSR antag
O=C(Nc1ccccc1)c1ccc(NCCc2ccccc2)c([N+](=O)[O-])c1	1%	-2%	13µM*	11%	-7%
CC(C)(C)c1cc(CNC2CS(=O)(=O)C[C@@H]2O)cc(C(C)(C)C)c1O (stereo partly specified)	?	2%	-1.1%	-11%[38.3 µM]	-13%[46.1 µM]
O=C(Nc1ccc(F)cc1)c1sccc1SCc1cccc(C(F)(F)F)c1	-20%	27%	0.1%	17%	?
